PfG6PD inh = PfG6PD (Plasmodium falciparum) enzyme inhibition; PfGluPho enzyme, NADPH resazurin-diaphorase fluorescence; inhibition, % at 20 µM; 350,000 compounds, 0.78% hits; AID 504690;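 active means inhibition reaching at least a set limit at 20 µM in the primary screen, cut at about 59% in these data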;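 further: 0% = DMSO wells with substrate and 100% = DMSO wells lacking glucose-6-phosphate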
HKDC1 inhibitor = HKDC1 (human) hexokinase inhibition | Q2TB90 | recombinant HKDC1, G6PDH/diaphorase resazurin coupled fluorescence | inhibition, % at 20 µM | 340,000 compounds, 0.16% hits | AID 493160;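 active means inhibition above about 35% when tested at 20 µM, limit read from the data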;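 further: plate controls were DMSO wells with enzyme for no effect and DMSO wells lacking enzyme for full effect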
Target sequence (Q2TB90 whole entry, looked up): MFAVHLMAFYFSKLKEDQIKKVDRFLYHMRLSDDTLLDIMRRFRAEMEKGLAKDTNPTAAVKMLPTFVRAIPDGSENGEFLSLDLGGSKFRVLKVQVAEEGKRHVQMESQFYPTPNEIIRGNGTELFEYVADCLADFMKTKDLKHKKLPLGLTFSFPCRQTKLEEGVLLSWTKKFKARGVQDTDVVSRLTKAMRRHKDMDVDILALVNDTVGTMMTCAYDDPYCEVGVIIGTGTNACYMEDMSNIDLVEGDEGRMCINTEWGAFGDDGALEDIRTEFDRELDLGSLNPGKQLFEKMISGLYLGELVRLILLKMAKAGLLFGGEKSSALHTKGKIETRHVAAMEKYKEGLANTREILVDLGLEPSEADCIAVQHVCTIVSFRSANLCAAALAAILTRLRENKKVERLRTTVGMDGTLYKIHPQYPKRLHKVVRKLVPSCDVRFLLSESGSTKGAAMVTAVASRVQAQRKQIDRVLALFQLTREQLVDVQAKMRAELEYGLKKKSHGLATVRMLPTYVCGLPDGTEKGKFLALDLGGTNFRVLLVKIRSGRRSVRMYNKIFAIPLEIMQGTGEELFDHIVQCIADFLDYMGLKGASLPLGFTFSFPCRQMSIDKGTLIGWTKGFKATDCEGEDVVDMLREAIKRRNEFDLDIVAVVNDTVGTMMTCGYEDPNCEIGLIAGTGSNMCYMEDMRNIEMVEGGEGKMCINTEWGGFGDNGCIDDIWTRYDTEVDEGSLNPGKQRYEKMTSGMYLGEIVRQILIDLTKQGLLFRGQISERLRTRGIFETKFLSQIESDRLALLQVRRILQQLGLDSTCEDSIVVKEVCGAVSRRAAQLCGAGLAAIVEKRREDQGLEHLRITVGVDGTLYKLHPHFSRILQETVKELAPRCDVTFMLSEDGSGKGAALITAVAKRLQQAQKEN
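System: Recombinant HKDC1 hexokinase | Amount: HKDC1 at 5 µg/mL | Reagent: Glucose with 1 mM ATP | Doses: Single 20 µM dose | Incubation: Reaction time 90 min, room temperature, protected from light | Signal: Coupled resazurin fluorescence, excitation 525 nm, emission 613 nm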
UBC13 polyUb = inhibitors of human UBC13 polyubiquitin chain formation. 330,000 compounds, 0.47% hits. AID 485273. TR-FRET. inhibition, % at 20 µM; in the data active means inhibition above about 45%, passing the limit was not always enough
Target sequence (P61088 whole entry, looked up): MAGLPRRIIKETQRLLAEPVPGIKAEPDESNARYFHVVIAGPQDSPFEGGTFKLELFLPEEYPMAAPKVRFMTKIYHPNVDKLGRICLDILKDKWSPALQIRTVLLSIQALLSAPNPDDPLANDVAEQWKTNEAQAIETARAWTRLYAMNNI
SENP7 block = SENP7 protease inhibition; recombinant SENP7, Z-RLRGG-aminoluciferin luminescence, 40 min; 330,000 compounds, 1.5% hits; inhibition, % at 5 µM; Q9BQF6;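 active means inhibition above about 50% at the single test dose, limit read from the data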;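 further: plate controls were DMSO with enzyme for no effect and no enzyme buffer wells for full effect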
SENP8 block-1 = inhibitors of human SENP8 protease; Q96LD8; purified SENP8, Z-RLRGG-aminoluciferin cleavage, luminescence; inhibition, % at 10 µM; 330,000 compounds, 1.2% hits; AID 2540; in the data active means inhibition above about 50%
SENP6 inh = SENP6 protease inhibition | Recombinant SENP6 catalytic domain, aminoluciferin luminescence | inhibition, % at 10 µM | 330,000 compounds, 1.8% hits | AID 2599;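 active means inhibition above about 50% at the single tested dose, limit read from the data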;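 further: plate controls were DMSO wells with enzyme for no effect and DMSO wells lacking enzyme for full effect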
SENP8 block-2 = inhibitors of human SENP8 protease. Q96LD8. 360,000 compounds, 0.64% hits. recombinant SENP8, Nedd8 substrate fluorescence. AID 602440. inhibition, % at 20 µM; in the data active means inhibition mostly above about 40%, no sharp cut-off; inactive means mostly below about 27%
SENP1 FRET inh = SENP1 (human) catalytic domain inhibition. inhibition, % at 10 µM. Q9P0U3. 360,000 compounds, 0.21% hits. recombinant SENP1 catalytic domain, CyPet-SUMO1-YPet FRET cleavage;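 active means inhibition at least 30% at 10 µM, raw YFP signal under a set limit, fluorescence ratio 0.5 to 1.5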;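 further: 0% = enzyme with DMSO and 100% = no enzyme wells; some results filed as inactive read as strong as hits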
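Assay system: hSENP1 catalytic domain, recombinant. Amount: SENP1 enzyme, 20 pM final. Schedule: 50 min reaction, RT, dark. Technique: FRET, CFP and YFP emission. Control set: no-enzyme wells low, DMSO-plus-enzyme wells high control.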
MIN6 prolif = inducers of beta-cell replication in MIN6 cells; AID 2380; MIN6 cells proliferation, ATPlite luminescence, 48 h; cells starved in 0.2% serum; 100% = growth in 10% serum; proliferation, % at 10 µM; 330,000 compounds, 0.29% hits;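 active means compounds whose signal lies at least 3.5 SD above the mean of all wells on their plate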;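 further: 0% = DMSO-treated cells in low-serum medium and 100% = 10% serum control; some compounds called inactive have numbers as strong as hits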
Starred values were filed as active, the others as inactive; / = no result given.

SMILES | PfG6PD inh | HKDC1 inhibitor | UBC13 polyUb | SENP7 block | SENP8 block-1 | SENP6 inh | SENP8 block-2 | SENP1 FRET inh | MIN6 prolif
COc1cccc(-n2c(SCC(=O)Nc3nccs3)nnc2-c2ccoc2C)c1 | 9.7 | 1.9 | 8.1 | -0.4 | 1.5 | -7.0 | 9.1 | -0.3 | -0.5
COc1ccc(CNC(=O)C(c2ccncc2)N(C(=O)Cc2cccs2)c2ccccc2C)cc1 (stereo not drawn) | 23.6 | -5.1 | -5.7 | 2.0 | 0.9 | 0.6 | 10.0 | 1.8 | -2.6
COc1cccc(/C=N/NC(=O)CCc2c(C)n[nH]c2C)c1O | -20.7 | -9.6 | 12.1 | 4.6 | 0.2 | -9.3 | -105.1 | -7.7 | -1.6
CCCCc1nnc(SCC(=O)NC2CCCCC2)n1C | -5.8 | -1.9 | -2.7 | 5.2 | 2.6 | -10.9 | 9.6 | 1.0 | 0.6
CN(c1ccc(C(=O)Nc2ccccc2C(F)(F)F)cc1)S(C)(=O)=O | 1.9 | -2.0 | -5.0 | 3.8 | 5.2 | -4.2 | 20.5 | 0.6 | -0.8
Cc1ccc(NC(=O)c2ccc(NCCN)c([N+](=O)[O-])c2)cc1 | 5.6 | -11.9 | -24.2 | 1.5 | 2.3 | -9.7 | 12.6 | 2.0 | -1.4
CC1(C)CC(=O)C2=C(C1)c1c(ccc3ccccc13)NC2c1ccco1 (stereo not drawn) | 25.1 | 12.4 | 8.6 | -8.9 | -11.2 | -10.1 | -272.4 | -46.0 | -3.3
CCc1ccccc1Nc1nc(N)nc(COC(=O)CCS(=O)(=O)c2ccccc2)n1 | 3.7 | -4.9 | -1.0 | 2.7 | -2.3 | 1.8 | 4.8 | 0.9 | 1.8
COc1ccc(Cn2cccc(NC(=O)Nc3cccc(C#N)c3)c2=O)cc1 | -7.2 | 1.1 | 1.7 | -7.9 | 4.1 | -8.0 | -269.0 | 3.2 | -2.3
OCC1(Cc2ccccc2)CCN(Cc2ccccn2)CC1 | 2.9 | -4.4 | -4.9 | 6.8 | -0.5 | -4.4 | -1.3 | -1.4 | -1.0
CCOC(=O)c1ccc2c(c1)nc(-c1ccccn1)n2CC | 6.6 | 0.5 | -6.8 | -0.4 | -9.3 | -6.1 | -57.6 | -19.1 | -4.0
Clc1cccc(-c2ccnc3nc(-n4cccc4)nn23)c1 | -5.1 | -0.1 | -10.7 | -4.1 | -9.6 | 11.5 | -0.3 | 1.1 | -0.7
COc1ccc(OC)c(NC(=O)CCCN2C(=S)NC(C)(C)CC2C)c1 (stereo not drawn) | 3.2 | -6.8 | -11.3 | -0.6 | -9.6 | -9.9 | 27.0 | 0.5 | 1.7
Cn1cc([N+](=O)[O-])c(C(=O)N2CCN(Cc3ccc4c(c3)OCO4)CC2)n1 | -6.9 | -3.6 | -3.8 | -4.4 | 3.1 | 3.1 | 10.6 | 1.7 | -0.9
CCn1cc(C(c2ccccc2)C(C(C)=O)[N+](=O)[O-])c2ccccc21 (stereo not drawn) | 0.2 | -3.0 | -4.4 | -0.3 | 4.3 | -5.7 | 16.4 | -0.6 | -0.3
COc1ccc(NC(=O)c2c(NC(=O)CNCc3ccco3)sc3c2CCC3)c(OC)c1 | -10.3 | -9.5 | -12.1 | 2.0 | 3.2 | -0.2 | -18.4 | -1.4 | -0.9
COc1ccc(-c2csc(Nc3cccnc3)n2)cc1 | -1.8 | -6.9 | -0.7 | -2.9 | -23.8 | 6.8 | 17.8 | -1.7 | -0.2
O=C(CCNS(=O)(=O)c1ccc(OC(F)(F)F)cc1)NC1CC1 | -1.3 | -6.3 | -4.9 | -8.5 | -15.4 | 4.5 | 11.1 | 0.6 | -4.7
O=C(CN(Cc1ccccc1)C(=O)CNS(=O)(=O)c1ccccc1)NCc1ccco1 | 1.9 | -2.2 | 2.9 | 9.5 | 8.0 | 11.6 | 14.4 | -5.8 | -1.8
Fc1ccccc1NC(=S)N1CCOCC1 | -8.6 | -0.5 | 3.5 | 2.4 | 4.8 | 12.5 | 8.6 | -0.3 | 0.1
CSc1cccc(NC(=S)N(CCCN2CCCC2)Cc2cccn2Cc2ccc(Cl)cc2)c1 | 10.7 | 3.3 | 28.9 | 5.5 | -7.5 | -12.7 | 38.8 | 1.9 | -6.0
Oc1ccc(CNc2ccccc2)c2cccnc12 | -30.5 | -5.0 | 18.3 | 0.4 | -0.5 | 5.1 | 5.5 | -2.3 | -2.3
CCCOc1ccc2cc(C(=O)NCc3ccccc3)c(=O)oc2c1 | -6.0 | 0.4 | 6.4 | 1.9 | 5.4 | -0.6 | -305.6 | -28.3 | 0.0
c1ccc2c(c1)N1CCN=C1N2CCN1CCCCC1 | 7.0 | -5.9 | -3.0 | -0.2 | -0.2 | -9.1 | 13.2 | -0.6 | -2.5
CCCCC(=O)Nc1ccc2c(c1)nc(CCN1CCOCC1)n2C | 1.2 | 0.1 | -2.2 | 1.9 | -0.3 | 1.4 | -6.8 | 0.8 | -1.1
CC1(C)CC(=O)c2c(nn(-c3ccccc3)c2N)C1 | -7.7 | 10.8 | -0.8 | -1.3 | 0.7 | -3.7 | 3.8 | 0.3 | -1.8
COc1ccc(N(C(=O)/C=C/c2ccccc2)C2=CC3CCC(C2)N3C)cc1 (stereo not drawn) | -8.1 | 0.4 | -5.1 | -9.0 | -8.9 | -9.6 | 20.4 | 0.3 | -2.5
COc1ccc(N=Cc2nc(-c3ccccc3)oc2OC(C)=O)cc1 | 2.9 | 5.7 | -2.6 | -6.8 | 3.5 | -32.8 | 9.7 | -29.7 | -1.0
Cc1ccc(Cn2ncc3c(NCCCN(C)C)ncnc32)cc1 | 12.6 | 0.2 | 6.1 | 2.0 | 5.2 | 23.0 | 14.0 | -0.9 | 2.6
O=S(=O)(/C=C/C=C/S(=O)(=O)c1ccccc1)c1ccccc1 | 42.7 | 17.4 | / | / | / | / | 13.2 | -0.8 | /
Cc1cc(=O)n2nc(N3CCC(C(=O)NCc4cccc(Cl)c4)CC3)sc2n1 | -6.0 | -0.5 | -10.2 | 13.7 | -16.0 | -5.9 | 2.8 | -2.1 | 0.2
C#CCOCCOCCOCCNc1nc(N2CCN(C(=O)[C@H](CCCCN)n3cc([C@@H](N)CO)nn3)CC2)nc(N2CCN(C(=O)[C@H](Cc3cc4ccccc4[nH]3)n3cc([C@@H](N)CO)nn3)CC2)n1 | / | / | 109.6* | 1.6 | -2.8 | -20.4 | / | / | -2.1
Cc1ccc(C)c(N2CCN(C(=O)c3ccc4nc(N5CCOCC5)sc4c3)CC2)c1 | -2.3 | 0.3 | -0.7 | -15.9 | -6.4 | -8.4 | 5.2 | 2.0 | -3.2
Cc1nc2cc3c(cc2s1)OCO3 | -14.1 | -5.0 | -5.4 | 9.8 | 4.4 | 12.4 | 9.1 | 0.8 | -1.8
COC(=O)c1ccc(-n2cnc(Cl)n2)c(F)c1 | 6.9 | -3.3 | 8.1 | -10.1 | -6.7 | -22.3 | 12.3 | -1.0 | 2.4
CSCCOC(=O)C1=C(C)NC(=O)CC1c1ccccc1Cl (stereo not drawn) | -0.8 | 8.9 | -0.9 | 0.5 | 5.8 | -6.0 | 19.9 | 0.1 | -1.5
O=C(c1ccco1)N1N=C(c2cccs2)CC1c1ccc(F)cc1 (stereo not drawn) | 0.5 | 0.7 | 8.2 | 7.3 | 4.6 | 3.2 | -93.8 | -0.8 | -1.2
CC12CCC(c3n[nH]c(=S)nc31)C2(C)C (stereo not drawn) | 33.7 | -12.2 | -1.9 | 0.6 | -9.0 | -15.4 | 6.8 | 1.5 | -1.1
COc1ccccc1N1CC(C(=O)Nc2nnc(SCC(=O)NCC3CCCO3)s2)CC1=O (stereo not drawn) | 21.5 | 3.5 | -5.9 | 9.7 | 1.3 | -4.8 | -1.9 | 1.9 | 0.1
Cc1sc(NC(=O)c2ccccc2)c(C#N)c1-c1ccccc1 | 18.0 | 12.7 | 19.2 | -5.2 | 25.4 | 61.6* | -3.3 | -13.8 | -2.3
O=C(Cc1ccccc1)NCC(=O)Nc1cccc(Cl)c1 | 5.0 | -0.4 | 8.8 | 4.6 | -0.5 | -9.6 | 6.2 | 0.1 | -0.9
COc1ccc(OCC(=O)NCC(c2cccs2)N2CCOCC2)cc1 (stereo not drawn) | 3.9 | -3.1 | 2.6 | 1.8 | 0.0 | -3.5 | 0.5 | -0.4 | -3.0
O=C(O)CCCn1nc(C(F)(F)F)c2c1CCCCC2 | -12.7 | 1.9 | -11.4 | -2.7 | -3.8 | 3.6 | 17.4 | 1.0 | -3.8
O=C1C2C3C=CC(C3)C2C(=O)N1c1ccc(S(=O)(=O)Nc2nccs2)cc1 (stereo not drawn) | -8.1 | -4.8 | 1.1 | 4.3 | 1.6 | -0.4 | 27.8 | -0.3 | 2.7
CS(=O)(=O)N1CCN(c2cnn(-c3ccccc3)c(=O)c2Cl)CC1 | -9.8 | -1.6 | -2.7 | 5.5 | 4.3 | -3.0 | 2.3 | 0.8 | 2.7
Cn1ncc(Br)c1C(=O)NC1CCCC1 | 5.7 | -6.5 | 0.5 | 7.4 | -0.7 | -1.6 | 7.6 | -0.1 | -3.4
CC(=O)NC(Cc1ccccc1F)C(=O)NC1CCN(C(=O)c2cnccn2)CC1 (stereo not drawn) | 1.3 | -6.0 | -13.8 | 0.8 | -8.8 | -6.3 | 8.2 | 1.6 | -2.3
O=C(NCCCN1CCCC1=O)Nc1ccc([N+](=O)[O-])cc1 | -8.5 | -4.9 | -1.1 | -7.8 | -2.6 | -22.6 | 17.5 | 0.6 | -0.4

Entries of single compounds as entered above:
Profile of O=C1C2C3C=CC(C3)C2C(=O)N1c1ccc(S(=O)(=O)Nc2nccs2)cc1 (stereo not drawn) → PfG6PD inh = -8.1; HKDC1 inhibitor = -4.8; UBC13 polyUb = 1.1; SENP7 block = 4.3; SENP8 block-1 = 1.6; SENP6 inh = -0.4; SENP8 block-2 = 27.8; SENP1 FRET inh = -0.3; MIN6 prolif = 2.7
Profile of Cn1ncc(Br)c1C(=O)NC1CCCC1 → PfG6PD inh = 5.7; HKDC1 inhibitor = -6.5; UBC13 polyUb = 0.5; SENP7 block = 7.4; SENP8 block-1 = -0.7; SENP6 inh = -1.6; SENP8 block-2 = 7.6; SENP1 FRET inh = -0.1; MIN6 prolif = -3.4
Profile of O=C(Cc1ccccc1)NCC(=O)Nc1cccc(Cl)c1 → PfG6PD inh = 5.0; HKDC1 inhibitor = -0.4; UBC13 polyUb = 8.8; SENP7 block = 4.6; SENP8 block-1 = -0.5; SENP6 inh = -9.6; SENP8 block-2 = 6.2; SENP1 FRET inh = 0.1; MIN6 prolif = -0.9

Going on with the list:
SMILES | PfG6PD inh | HKDC1 inhibitor | UBC13 polyUb | SENP7 block | SENP8 block-1 | SENP6 inh | SENP8 block-2 | SENP1 FRET inh | MIN6 prolif
CCOc1cc(/C=N/NC(=O)c2cccs2)ccc1OC(=O)N1CCOCC1 | 18.9 | -8.2 | -25.0 | -6.5 | -7.9 | -14.1 | -45.0 | 0.9 | -3.6
CCC(C)c1ccc(-n2c(=O)c3ccccc3n3c(=S)[nH]nc23)cc1 (stereo not drawn) | 17.4 | 3.4 | 8.8 | 7.0 | 3.3 | -17.1 | -10.2 | 1.7 | -2.3
CCCN1CCN(C(=O)c2cc(COc3ccc(F)c(F)c3)on2)CC1 | 8.7 | -6.2 | 3.7 | 1.2 | 6.7 | 13.7 | 0.1 | -3.0 | -0.5
Cc1c(Cl)c(C(F)(F)F)nn1CC(=O)NN | 19.5 | -10.7 | 7.4 | 2.6 | 1.2 | 10.6 | 12.1 | 1.5 | 2.8

Bioassay records (PubChem)
